Source: PubChem
ERp5 block: inhibitors of human ERp5; Q15084; ERp5 insulin aggregation, absorbance 650 nm, 90 min; inhibition, % at 9.99 µM; 350,000 tested, 0.05% active;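 active = mean replicate inhibition above about 25%, with every replicate also reaching it, limit read from the data, passing the limit was not always enough; inconclusive = only one of those two criteria met; inactive = neither criterion met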
Target sequence (Q15084 whole entry, looked up): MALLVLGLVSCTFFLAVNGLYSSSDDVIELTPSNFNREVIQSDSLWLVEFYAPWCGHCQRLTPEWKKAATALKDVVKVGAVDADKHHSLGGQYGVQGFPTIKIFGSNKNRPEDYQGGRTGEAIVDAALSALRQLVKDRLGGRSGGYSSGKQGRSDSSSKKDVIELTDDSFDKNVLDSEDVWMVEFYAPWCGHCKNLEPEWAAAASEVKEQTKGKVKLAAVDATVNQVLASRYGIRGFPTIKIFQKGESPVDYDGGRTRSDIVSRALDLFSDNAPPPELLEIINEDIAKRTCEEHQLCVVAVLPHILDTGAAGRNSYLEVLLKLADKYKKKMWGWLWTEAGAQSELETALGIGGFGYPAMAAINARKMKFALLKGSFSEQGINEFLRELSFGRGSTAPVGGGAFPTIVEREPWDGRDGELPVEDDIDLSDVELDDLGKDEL
ARNT TACC3 PPI: disrupts binding between human ARNT and TACC3; 390,000 tested, 0.66% active; Q9Y6A5; AlphaScreen His-ARNT PAS-B/GST-TACC3 binding, luminescence; TACC3 fragment carries E629A point mutation; inhibition, % at 9.99 µM;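 active = mean inhibition of replicates at least 50% and at least half of replicates each reaching 50%; inconclusive = half or more replicates reach 50% but mean below 50%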;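 note: 0% = complete ARNT plus TACC3 wells and 100% = ARNT alone without TACC3; many hits fall short of the cut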
Statin myotox sup: suppressors of simvastatin-induced myotoxicity in C2C12 myotubes | ATP luminescence, 48 h; scaled: DMSO 0, geranylgeraniol control 100 | rescue of ATP level, % at 7.49 µM | 330,000 tested, 0.78% active;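 active = mean ATP rescue above about 67%, or every replicate alone reaching that limit, limit read from the data, passing the limit was not always enough; inconclusive = no clear call, values can overlap the other calls; inactive = mean under the limit and some replicate under it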;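 note: myotubes were challenged with 10 µM simvastatin during compound exposure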
Cneo AK release: causes C. neoformans cell lysis; adenylate kinase release luminescence, 4 h; normalised: neutral wells 0, clomiphene wells 100; 360,000 tested, 0.2% active; lysis activity, % at 15 µM;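 active = mean lysis activity across replicates of at least 80%, whatever share of replicates individually reach that level; inactive = mean lysis activity below 80%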
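Signal: Adenylate kinase release luminescence | Assay system: Log-phase Cryptococcus neoformans yeast cells | Input: Cells at 5 × 10^6 per mL | Buffer or medium: Fresh YPD growth medium | Compound: Single dose | Schedule: Static 4 h at 37 °C with compound, 1 h detection | Controls: Clomiphene | Read-out: Luminescence rise reflecting yeast cell lysis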
esBAF inh: SWI/SNF esBAF complex inhibition; mouse ES cells, Bmi1-luciferase knock-in reporter, 24 h; 100% = twice the neutral-well signal; reporter increase, % at 12.5 µM; 350,000 tested, 2% active; AID 602393; in the data active = activation above about 40%; inconclusive = no clear call, values can overlap the other calls;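 note: 0% = median of the plate's neutral control wells and 100% = double that signal; a rise in the Bmi1 reporter signal indicates esBAF inhibition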
SIRT5 block: blocks human SIRT5 desuccinylation of peptide; Q9NXA8; Purified SirT5, succinyl-peptide AMC, trypsin-coupled fluorescence; inhibition, % at 15 µM; 330,000 tested, 1.1% active; in the data active = inhibition above about 15%; inconclusive = no clear call, values can overlap the other calls
Target sequence (Q9NXA8 whole entry, looked up): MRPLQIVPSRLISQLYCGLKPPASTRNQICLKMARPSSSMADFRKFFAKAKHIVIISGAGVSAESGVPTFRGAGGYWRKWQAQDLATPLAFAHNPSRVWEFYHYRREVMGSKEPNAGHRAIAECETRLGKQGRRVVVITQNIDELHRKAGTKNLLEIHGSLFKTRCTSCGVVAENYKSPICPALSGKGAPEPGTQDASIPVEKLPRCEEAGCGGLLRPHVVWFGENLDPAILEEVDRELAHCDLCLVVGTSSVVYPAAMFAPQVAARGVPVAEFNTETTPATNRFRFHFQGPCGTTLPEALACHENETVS
miR-122 sensor: miR-122 inhibition in Huh7 cells; 340,000 tested, 0.3% active; AID 602342; activation (reporter increase), % at 12.5 µM; Huh7 miR-122 Renilla luciferase sensor, 48 h; neutral wells = 0, positive control = 100;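 active = mean replicate activation score at least 90 and every replicate individually at or above 90; inconclusive = only one of the two criteria met; inactive = neither criterion met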;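 note: higher luciferase means less miR-122 activity so hits act as miR-122 inhibitors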
Starred values were filed as active, the others as inactive; ? = inconclusive; nt = not tested or not shown; [ ] = another dose, or the depositor's remark.

no.	molecule	ERp5 block	ARNT TACC3 PPI	Statin myotox sup	Cneo AK release
1	O=C(C[C@H]1CC[C@@H]2[C@H](COC[C@H](O)CN2CCc2ccccc2)O1)N1CCC(Cc2ccccc2)CC1	-1	-12	18	-2
2	COc1cccc(NC(=O)CSc2nnc(Cc3ccc(C)cc3)c(=O)n2N)c1	-5	2	nt	nt
3	C[C@@H]1CN([C@@H](C)CO)C(=O)c2cc(NC(=O)Cc3ccccc3)ccc2O[C@H]1CN(C)S(=O)(=O)c1cccs1	0	nt	13	-1
4	CCCc1nn(C)c(C(=O)Nc2ccc3ccccc3c2)c1Cl	nt	-4	nt	-1
5	CC1c2cc3c(cc2CCN1CC(=O)Nc1ccc(S(=O)(=O)N2CCCC2)cc1)OCCCO3 (stereo not drawn)	1	6	27	-4
6	C[C@H](CO)N1C[C@H](C)[C@H](CN(C)C(=O)Nc2ccccc2)Oc2ccc(NC(=O)CCN3CCOCC3)cc2CC1=O	2	-5	12	-2
7	Cn1c(=O)c(=O)n(C)c2cc(S(=O)(=O)N3CCOc4ccccc43)ccc21	0	-2	-11	1
8	Cc1noc(C)c1NC(=O)Nc1ccc2c(c1)C(=O)N([C@H](C)CO)C[C@@H](C)[C@H](CN(C)C(=O)Nc1ccc(C(F)(F)F)cc1)OCCCC[C@@H](C)O2	8	-2	20	1
9	O=C(CN1C(=O)C2C3C=CC(C3)C2C1=O)OCC(=O)c1ccc(Cl)cc1 (stereo not drawn)	4	-3	nt	-1
10	O=c1cc(-c2cccnc2)oc2c1ccc1ccccc12	-5	nt	nt	-3

no.	esBAF inh	SIRT5 block	miR-122 sensor
1	4	4	-13[16.7 µM]
2	nt	-1	nt
3	-1	5	5[16.7 µM]
4	nt	nt	-5
5	2	1	-2
6	0	-1	-1[16.7 µM]
7	-6	0	2
8	36	4	-8[16.7 µM]
9	nt	-2	-5
10	nt	-4	-7

Whole records, quoted from the list. Order of screens: ERp5 block, ARNT TACC3 PPI, Statin myotox sup, Cneo AK release, esBAF inh, SIRT5 block, miR-122 sensor
Listed for `C[C@H](CO)N1C[C@H](C)[C@H](CN(C)C(=O)Nc2ccccc2)Oc2ccc(NC(=O)CCN3CCOCC3)cc2CC1=O` → 2, -5, 12, -2, 0, -1, -1[16.7 µM]
Listed for `O=c1cc(-c2cccnc2)oc2c1ccc1ccccc12` → -5, nt, nt, -3, nt, -4, -7
Listed for `O=C(C[C@H]1CC[C@@H]2[C@H](COC[C@H](O)CN2CCc2ccccc2)O1)N1CCC(Cc2ccccc2)CC1` → -1, -12, 18, -2, 4, 4, -13[16.7 µM]
Listed for `C[C@@H]1CN([C@@H](C)CO)C(=O)c2cc(NC(=O)Cc3ccccc3)ccc2O[C@H]1CN(C)S(=O)(=O)c1cccs1` → 0, nt, 13, -1, -1, 5, 5[16.7 µM]
Listed for `CCCc1nn(C)c(C(=O)Nc2ccc3ccccc3c2)c1Cl` → nt, -4, nt, -1, nt, nt, -5

Next compounds follow:
no.	molecule	ERp5 block	ARNT TACC3 PPI	Statin myotox sup	Cneo AK release
11	COc1ccc(-c2nc(CN3CCCC(C(=O)NC4CCCC4)C3)c(C)o2)cc1 (stereo not drawn)	nt	-4	-12	1
12	Cc1ccc(S(=O)(=O)N2CCCN(S(=O)(=O)c3ccc(C(F)(F)F)cc3)CC2)cc1	nt	1	-20	-2
13	C[C@@H]1CCCCO[C@H](CN(C)C(=O)Nc2cccc3ccccc23)[C@@H](C)CN([C@H](C)CO)C(=O)c2cc(NC(=O)Nc3ccccc3)ccc2O1	nt	-14	nt	3
14	Cc1ccc(-c2cnc3c(c2)C(=O)N([C@@H](C)CO)C[C@@H](C)[C@@H](CN(C)C(=O)Cc2cccnc2)O3)cc1	-1	-31	-13	1
15	CCCC#Cc1ccc2c(c1)O[C@H](CN(C)C(=O)Nc1ccc(OC)cc1)[C@H](C)CN([C@H](C)CO)S2(=O)=O	10	1	45	55
16	CC(C)NC(=O)N(C)C[C@H]1Oc2ccc(NC(=O)Cn3cnnn3)cc2CC(=O)N([C@@H](C)CO)C[C@H]1C	-2	-7	-26	-4
17	CC1(C)NC(=O)N(CC(=O)OCC(=O)Nc2cccc(F)c2)C1=O	nt	-11	25	0
18	CCN(CC)c1ccc(N2C(=NC(=O)C3CCCO3)SC3CS(=O)(=O)CC32)cc1 (stereo not drawn)	0	-2	-11	nt
19	C/C(Cn1nnc([N+](=O)[O-])n1)=N\NC(=O)c1ccccc1	4	-6	43	3
20	C[C@@H](NC(=O)C[C@@H]1C=C[C@H](NC(=O)C2CC2)[C@H](CO)O1)c1ccccc1	-2	2	5	0

no.	esBAF inh	SIRT5 block	miR-122 sensor
11	-2	nt	-4
12	-5	nt	-14
13	2	nt	8[16.7 µM]
14	-4	-1	9[16.7 µM]
15	-2	4	-9[16.7 µM]
16	-1	-7	0[16.7 µM]
17	3	nt	-7
18	-7	-1	-7
19	10	-9	-2
20	0	9	nt

Carrying on.
no.	molecule	ERp5 block	ARNT TACC3 PPI	Statin myotox sup	Cneo AK release
21	C[C@@H]1CN([C@@H](C)CO)S(=O)(=O)c2ccc(C#Cc3ccccc3)cc2O[C@H]1CN(C)C(=O)Nc1ccc2c(c1)OCO2	10	4	-135	14
22	OCCC1CN(Cc2cnc(-c3ccc(Cl)cc3)nc2)CCN1C1CCCCC1 (stereo not drawn)	-3	-4	nt	nt
23	CCCNC(=O)Nc1ccc2c(c1)C(=O)N(C)C[C@@H](OC)[C@@H](C)CN(CC1CCCC1)[C@H](C)CO2	nt	nt	12	nt
24	CCCCNC(=O)C1CCC(=O)N1CCc1ccccc1 (stereo not drawn)	3	-14	4	0
25	O=C(NCc1ccccc1Cl)C(=O)NCC(c1ccco1)N1CCOCC1 (stereo not drawn)	-1	-4	22	3
26	O=C(CN1C(=O)COc2ccccc21)NC1CCCC1	2	nt	-4	1
27	Cc1c(C)n(C)c2ccc(C(=O)NCc3cccs3)cc12	0	2	-15	-1
28	C[C@H](CO)N1C[C@H](C)[C@H](CN(C)C(=O)NC2CCCC2)Oc2ncc(-c3cccnc3)cc2C1=O	3	nt	-9	-1
29	O=C(CCNS(=O)(=O)c1ccc2nsnc2c1)N1CCN(c2ccncc2)CC1	0	-24	10	0
30	C=CCOC(=O)N1CCC2CC1c1cc(-c3ccc(OC)cc3)ccc12 (stereo not drawn)	6	-5	4	-2

no.	esBAF inh	SIRT5 block	miR-122 sensor
21	-16	-1	7[16.7 µM]
22	nt	0	nt
23	-4	nt	-8[16.7 µM]
24	8	-5	nt
25	0	-1	26
26	-5	0	nt
27	11	0	-6
28	-6	1	-1[16.7 µM]
29	-5	-1	-8
30	13	-7	-1

Other entries
no.	molecule	ERp5 block	ARNT TACC3 PPI	Statin myotox sup	Cneo AK release
31	Cc1nc(N2CCN(c3ccccc3O)CC2)c2c(-c3ccccc3)csc2n1	1	9	9	8
32	Cc1[nH]c2c(C)cccc2c(=O)c1Br	nt	18	-7	-2
33	COc1ccc(S(=O)(=O)Nc2cccc3ccc(O)cc23)cc1	1	-5	nt	-1
34	Nc1nc(NCCO)nc(NC2CCCCC2)c1[N+](=O)[O-]	-3	3	?	-1
35	Cc1nc(-c2cccc(NS(=O)(=O)c3ccccc3)c2)cs1	nt	1	17	-2
36	CCN(CC)S(=O)(=O)c1ccc(OC)c(NC(=O)CCS(=O)(=O)Cc2ccccc2)c1	5	-6	6	0
37	CCOC(=O)c1c(C)[nH]c(C(=O)CSc2nnc(C3CC3)n2N)c1C	nt	-3	-4	-2
38	Cc1c(C2(O)CCCCC2)[nH]c2cc(C(F)(F)F)ccc12	-6	11	-8	1
39	C[C@@H]1CN([C@@H](C)CO)S(=O)(=O)c2ccc(-c3ccc(C#N)cc3)cc2O[C@H]1CN(C)C(=O)Nc1cc(F)ccc1F	-10	-6	-106	0
40	COc1cc(/C=N\NC(=O)C(C)(C)O)ccc1OC/C=C/c1ccccc1	-7	0	8	0

no.	esBAF inh	SIRT5 block	miR-122 sensor
31	-7	1	5
32	-5	nt	-7
33	nt	0	nt
34	6	-2	-9
35	15	nt	72
36	-3	0	2
37	20	nt	10
38	7	0	16
39	-2	1	5[16.7 µM]
40	-4	-2	nt

Going on with the list.
no.	molecule	ERp5 block	ARNT TACC3 PPI	Statin myotox sup	Cneo AK release
41	Cc1ccc(NC(=O)Cn2cnc3sc(C(=O)NCc4ccco4)c(C)c3c2=O)cc1Cl	nt	1	-24	-4
42	Oc1cccc(/C=N\Nc2nncc(-c3ccccc3)n2)c1	1	-3	nt	nt
43	CC1(C(=O)OCC(=O)Nc2nnc(-c3ccccc3)o2)CC1(Cl)Cl (stereo not drawn)	-3	49*	nt	nt
44	Cc1cccc(Nc2ccccc2)c1	nt	1	nt	-5
45	CN1CCN(c2oc(Cc3cccc4ccccc34)nc2C#N)CC1	2	25	nt	-7
46	CCOC(=O)Cc1csc(NC(=O)/C=C/c2ccco2)n1	4	-1	nt	nt
47	CO[C@H]1CN(C)C(=O)c2cc(NS(C)(=O)=O)ccc2OC[C@H](C)N(C)C[C@@H]1C	-2	nt	-2	26
48	C[C@@H]1CN([C@H](C)CO)C(=O)c2cccc(NC(=O)c3cnccn3)c2O[C@H]1CN(C)S(=O)(=O)c1ccc(F)cc1	-3	nt	-19	nt
49	CCOC(=O)N1CCC(N2C(=O)c3cc(C(=O)NC4CCCCC4)ccc3C2O)CC1 (stereo not drawn)	4	-9	-31	-7
50	CC1(C(=O)Nc2ccc3nc[nH]c3c2)CCN1C(=O)c1ccccc1CCc1ccccc1 (stereo not drawn)	1	nt	5	3

no.	esBAF inh	SIRT5 block	miR-122 sensor
41	4	nt	-14
42	nt	3	nt
43	nt	0	nt
44	nt	nt	-2
45	nt	1	0
46	nt	7	nt
47	3	-1	nt
48	-4	-10	1[16.7 µM]
49	-4	nt	-7
50	-6	nt	1

(listing goes on)
no.	molecule	ERp5 block	ARNT TACC3 PPI	Statin myotox sup	Cneo AK release
51	CCOCCCNC(=O)Cc1c(C(=O)O)[nH]c2ccc(Cl)cc12	-1	-6	1	-2
52	C[C@@H]1CCCCO[C@@H](CN(C)C(=O)C2CCCCC2)[C@@H](C)CN([C@H](C)CO)C(=O)c2cc(NS(=O)(=O)c3ccc(F)cc3)ccc2O1	-3	-3	nt	43
53	O=C(NCc1cccs1)c1cc(S(=O)(=O)N2CCOCC2)ccc1N1CCCC1	0	9	13	-1
54	O=C(O)C1CCN(C(=O)Cc2ccccc2)CC1	-5	6	4	1
55	COc1cc(-c2nnc(COC(=O)c3ccc(C)o3)o2)cc(OC)c1OC	-4	-8	-5	0

no.	esBAF inh	SIRT5 block	miR-122 sensor
51	-6	1	3
52	-4	1	6[16.7 µM]
53	3	-2	nt
54	-4	5	2
55	-3	0	0
